ERK EGF block: inhibitors of EGF-stimulated ERK signaling pathway. HEK293-V1b, EGF-stimulated phospho-ERK AlphaScreen. Potency, µM (highest dose often 11.5 µM), for inactives: at the top dose activity change, negative = inhibition, hits mostly inhibitors. actives 0.41% (n = 130,000). AID 1454; active = well fitted inhibition curve with a large enough effect; inconclusive = small, poorly fitted or top-dose-only effect, or effect the other way;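 note: plate controls were stimulated vehicle wells for no effect and unstimulated vehicle basal for full effect; nearly all actives have a fitted effect of over 55% in size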
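Homogeneous cell-based phospho-ERK assay: HEK293/V1b cells in 1% FBS, compound 30 min then EGF 5 min, AlphaScreen luminescence. Activity normalized between DMSO and 25 nM EGF controls; AC50 from Hill modelling.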
An asterisk follows results filed as active; u = inconclusive; & = joins results of further samples; [ ] = another dose, or the depositor's remark. Potency is the fitted concentration of half-maximal effect.

SMILES | ERK EGF block
Cc1ccc(S(=O)(=O)Nn2cnnc2)cc1 | 2.6%[57.5 µM]
CC1CCN(c2nc(-c3cccnc3)nc3scc(-c4ccccc4)c23)CC1 | 7.1%
O=C(c1ccc2c(=O)n(-c3ccccc3)c(=S)[nH]c2c1)N1CCCCC1 | 7.9%
Cc1nn2c(NCCOCCO)c3c(nc2c1-c1ccccc1)CCC3 | 21.1%[57.5 µM]
O=C(NCc1ccco1)C1CC(c2ccccc2C(F)(F)F)=NO1 (stereo not drawn) | -10.1%[57.5 µM]
C=CCNc1nc(C(=O)OCC)nc2ccccc12 | 1.7%
COc1cccc(-c2nc(SCC(=O)Nc3nc(-c4ccccc4)c(C)s3)[nH]c(=O)c2C#N)c1 | -0.4%
COc1cc(C(=O)NC(=S)NNC(=O)c2cnccn2)cc(OC)c1OC | 11.5%
COc1cc(C2NCC(c3ccc(Cl)cc3Cl)c3c2[nH]c2ccccc32)cc(OC)c1OC (stereo not drawn) | 0.6%
C[C@@H]1C(=O)O[C@H]2[C@@H](O)[C@@]34[C@H]5CC(C(C)(C)C)[C@]36[C@@H](OC(=O)[C@@H]6O)O[C@@]4(C(=O)O5)[C@@]12O (stereo partly drawn) | -12.4%
Cc1nc2cccnc2nc1C | 3.2%[57.5 µM]
Cc1occc1C(=O)NNC(=O)Nc1ccc([N+](=O)[O-])cc1 | 0.2%
O=C(O)c1cc2nc3c(c(C(F)(F)F)n2n1)CCCC3 | -4.0%
COc1ccc(NS(=O)(=O)c2ccc(O)c(NC(=O)c3cc4c(C)nn(-c5ccc(F)cc5)c4s3)c2)cc1 | 6.5%
O=C(c1cccs1)N1CCC(Cc2ccccc2)CC1 | 12.5%
CN(C)C(=O)COC(=O)c1ccccc1Sc1ccccc1C#N | -27.1%
CCCC(=O)NNc1c2ccccc2nc2ccccc12 | -7.7%
Cc1cc(C)n(CCNC(=O)c2cc(COc3c(F)cccc3F)on2)n1 | -7.3%
COc1ccc(-c2c3c(=O)n(C)c(=O)n(C)c3cn2-c2ccc(O)cc2)cc1 | 0.9%[57.5 µM]
COc1ccc(-n2c(Cc3cccn3C)nnc2SCC(N)=O)cc1 | -1.3%
C=CCn1c(N)cc(=O)nc1SCC(=O)Nc1ccc2ccccc2c1 | -5.0%
O=C(Nc1ccccc1)c1ccc(=O)n(Cc2cccc(Cl)c2)c1 | -0.5%
O=C(Cc1ccc(Cl)cc1)NNC(=S)NC(=O)c1cccs1 | 10.6%[57.5 µM]
CC(C)c1ccc(-c2nnc(N)s2)cc1 | 7.9%
Nc1cc(Cl)ccc1C(=O)OCC(=O)NC(=O)NCc1ccccc1 | 5.3%
COc1ccc2oc(=O)c(C(=O)Nc3ccccc3O)cc2c1 | -1.2%[57.5 µM]
COc1cc(N=c2c([N+](=O)[O-])nn(-c3ccc4c(c3)OCCO4)n2O)cc(OC)c1 | 5.8%
CCC(=O)c1c(NCCc2ccccc2)cc(C)oc1=O | -13.9%
COC(=O)C1=C(C)N(Cc2ccc(C)cc2)C(=O)/C1=C\c1cc(OC)c(OC)c(OC)c1 | -16.5%
CC(C)(C)Sc1ccc2nc3c(n2c1)CCCC3 | -6.3%

By substructure, the entries above with a halogen (eight)
SMILES | ERK EGF block
O=C(NCc1ccco1)C1CC(c2ccccc2C(F)(F)F)=NO1 (stereo not drawn) | -10.1%[57.5 µM]
COc1cc(C2NCC(c3ccc(Cl)cc3Cl)c3c2[nH]c2ccccc32)cc(OC)c1OC (stereo not drawn) | 0.6%
O=C(O)c1cc2nc3c(c(C(F)(F)F)n2n1)CCCC3 | -4.0%
COc1ccc(NS(=O)(=O)c2ccc(O)c(NC(=O)c3cc4c(C)nn(-c5ccc(F)cc5)c4s3)c2)cc1 | 6.5%
Cc1cc(C)n(CCNC(=O)c2cc(COc3c(F)cccc3F)on2)n1 | -7.3%
O=C(Nc1ccccc1)c1ccc(=O)n(Cc2cccc(Cl)c2)c1 | -0.5%
O=C(Cc1ccc(Cl)cc1)NNC(=S)NC(=O)c1cccs1 | 10.6%[57.5 µM]
Nc1cc(Cl)ccc1C(=O)OCC(=O)NC(=O)NCc1ccccc1 | 5.3%

New compounds follow:
SMILES | ERK EGF block
CCc1ccc(OCc2nnc(SCc3ccc(C(=O)O)cc3)o2)cc1 | -0.2%
COC(=O)c1c(NC(=O)/C=C/C(=O)O)sc(Cc2ccccc2)c1C | 5.7%
Cc1cccc(C)c1Nc1nnc(SCC(=O)Nc2cc(S(=O)(=O)N3CCCCC3)ccc2Cl)s1 | 3.8%
CCc1cc2c(=O)c(-c3ccc4c(c3)OCCO4)coc2cc1OS(C)(=O)=O | -2.1%
OCC1(Cc2cccc(C(F)(F)F)c2)CCN(Cc2cc(F)cc(F)c2)CC1 | 0.8%
COc1ccc(/C=C/C(=O)Nc2ccccc2Cl)cc1S(=O)(=O)N1CCOCC1 | 2.8%[57.5 µM]
COc1ccc2[nH]c(=O)c(C(c3nnnn3CC3CCCO3)N3CCCCC3)cc2c1 (stereo not drawn) | 3.6%
CC1(C)CC(N2CCOCC2)=CC(=[N+]2CCOCC2)C1 | 3.9%
CC(C)=CCN1CCN(Cc2cc(C(C)C)n[nH]2)CC1CCO (stereo not drawn) | -5.1%
COc1ccc2oc(=O)c(C(=O)NCc3ccco3)cc2c1 | -0.4%
COc1ccccc1NC(=O)Nc1nc(C(C)(C)C)cs1 | u
NCCc1nnc(SCc2ccccc2Cl)o1 | -24.6%[57.5 µM]
O=C(CCS(=O)(=O)c1ccccc1Cl)Nc1ccc(S(=O)(=O)Nc2ncccn2)cc1 | -4.2%[57.5 µM]
NC(=O)C1CCN(C(=O)/C=C/c2ccccc2[N+](=O)[O-])CC1 | 21.0%[57.5 µM]
CCOC(=O)C1=C(C)NC(=S)NC1c1ccc(C)s1 (stereo not drawn) | -2.1%
C=CCn1c(SC)nc2sc3c(c2c1=O)CCc1ccccc1-3 | 5.1%
Cc1ccc(C(=O)NNC(=O)Cn2nnc3ccccc32)cc1 | 4.7%[57.5 µM]
O=C(CSCc1ccccc1)N1CCN(c2ccccc2)CC1 | 3.7%
O=C(O)c1nn(-c2ccccc2-c2n[nH]c(=O)[nH]c2=O)c(=O)[nH]c1=O | -5.6%[57.5 µM]
Cc1nnc(SCC2=C(C(=O)O)N3C(=O)C(NC(=O)Cn4nc(C(F)F)c(Cl)c4C)C3SC2)s1 (stereo not drawn) | -5.4%

Reprinted at random: three records from the list
SMILES | ERK EGF block
COc1ccccc1NC(=O)Nc1nc(C(C)(C)C)cs1 | u
O=C(CCS(=O)(=O)c1ccccc1Cl)Nc1ccc(S(=O)(=O)Nc2ncccn2)cc1 | -4.2%[57.5 µM]
Cc1ccc(C(=O)NNC(=O)Cn2nnc3ccccc32)cc1 | 4.7%[57.5 µM]

More records
SMILES | ERK EGF block
CCCCC1=CC2=C(c3ccco3)C(=O)C(C)(OC(=O)c3ccc(OC)cc3)C(=O)C2=CO1 (stereo not drawn) | -7.7%
CC[n+]1c(C=C2C=C(C)OC(C)=C2)sc2ccccc21 | 2.7%
CC(C)(C)OC(=O)N1CCC[C@H]1c1nnc(SCC(=O)Nc2cccc(Cl)c2)o1 | 5.0%[57.5 µM]
CC(=O)c1ccc(Sc2ccc(C(C)=O)cc2)cc1 | 27.7%
O=c1c2sccc2nc(SCc2cc(=O)n3cc(Cl)ccc3n2)n1Cc1ccccn1 | -2.9%
CC(=O)c1nnn(-c2ccc(F)cc2F)c1C | -4.3%[57.5 µM]
COc1cc(C(=O)OCCc2c(C)nc3nc[nH]n3c2=O)cc(OC)c1OC | 10.7%
CCN1CCCC1CN(Cc1cc2ccc(C)cc2[nH]c1=O)C(=S)Nc1ccc(OC)cc1OC (stereo not drawn) | -3.3%
Cc1c(CCO)c(=O)n(-c2ccccc2)n1S(=O)(=O)c1ccc([N+](=O)[O-])cc1 | -10.2%
COc1ccc(/C=C/c2nc(-c3ccccc3O)n[nH]2)cc1 | 11.2%
Brc1ccc(-c2n(-c3ccccn3)c3ccccc3[n+]2-c2ccccn2)cc1 | 8.9%[57.5 µM]
O=C(CC(=O)NC1CCCCC1)N/N=C/c1ccccc1F | -16.5%
O=C(COC(=O)c1c2c(nc3ccccc13)/C(=C/c1ccco1)CC2)NC1CCCC1 | -9.8%
COCC1=C2c3ccccc3[C@H](C[N+](=O)[O-])C(C(=O)OC)(C(=O)OC)CC2C2C(=O)N(c3ccccc3)C(=O)C2C1 (stereo partly drawn) | 4.7%&-10.1%
O=C(NNC(=O)C1CCN(Cc2ccc(Cl)c(Cl)c2)CC1)c1cccs1 | -3.1%
CC(C)c1nnc(NC(=O)c2cccc(NC(=O)C(F)(F)F)c2)s1 | 4.5%
CCn1ncc([N+](=O)[O-])c1C(=O)n1nc(C)cc1C | -2.3%
COc1ccccc1/C=C/C(=O)Nc1ccc(N2CCOCC2)cc1 | 0.6%
O=C(Nc1ccc(-c2nc3cccnc3s2)cc1)c1ccc(Cl)nc1 | 3.6%[57.5 µM]
Cc1nn(C(=O)c2ccco2)c(C)c1Sc1ccc(Cl)cc1 | 5.8%
O=C(NNc1ccccc1F)c1ccccc1 | 5.7%[57.5 µM]
Cc1cc(C)n2nc(C(=O)NNC(=O)c3ccc(Cl)cc3)nc2n1 | -17.5%[57.5 µM]
CC(C)CC(=O)Nc1ccc(Oc2ccc(NC(=O)CC(C)C)cc2)cc1 | 15.2%
O=C(/C=C/c1cccs1)Nc1ccc(N2CCOCC2)c(S(=O)(=O)Nc2cc(Cl)ccc2Cl)c1 | -5.1%
COc1ccc(C(=O)N/N=C/c2sc(N3CCOCC3)nc2-c2ccccc2)cc1OC | -27.8%
Cc1cc(N)c2ccccc2[n+]1CCCCCCCCCC[n+]1c(C)cc(N)c2ccccc21 | 6.4%
CC(C)(C)c1cc[n+](CC(=O)Nc2cc(C(F)(F)F)ccc2N2CCOCC2)cc1 | 7.0%
COCCN1CCc2[nH]c(=S)[nH]c(=O)c2C1 | 5.2%
CC1(C)CC(=O)c2sc(NC(=O)C(C)(C)C)nc2C1 | 2.2%
CCOC(=O)c1c(NC(=O)CN2C(=O)NC(C)(c3ccc(Cl)cc3)C2=O)sc(C(=O)NC)c1C (stereo not drawn) | 4.6%
CSCC(=O)Nc1ccc(F)c(Cl)c1 | 12.6%[57.5 µM]
COc1cccc2c(SCC(=O)N/N=C/c3ccc(O)cc3O)cc(C)nc12 | 3.4%
COc1cccc(NC(=O)C2CCCN(S(=O)(=O)c3cccc4nonc34)C2)c1 (stereo not drawn) | -10.9%
CC(C)(C)c1cccc(C2(O)C(=O)c3ccccc3C2=O)c1O | -3.0%[57.5 µM]
O=C(COc1cccnc1[N+](=O)[O-])N1CCc2ccccc2C1 | 17.9%
C=C(CO)C1Cc2cc(C(C)=O)ccc2O1 (stereo not drawn) | -0.4%[57.5 µM]
COc1ccc(/C=C/C(=O)N2CCCC2)cc1OC | -3.0%
COc1ccccc1NC(=S)NCc1cccnc1 | 15.5%
COc1ccc(C2C=C(C34CC5CC(CC(C5)C3)C4)NC(=S)N2)cc1 (stereo not drawn) | -4.5%
C=C/C(C)=C/[C@@]1(C)SC(=O)C(C)=C1O | 6.4%
O=C(/C=C/c1cccc(Cl)c1)Nc1ncccn1 | -0.7%
CC(=O)c1ccc(N2CCN(C(=S)Nc3ccccc3C(F)(F)F)CC2)cc1 | 5.4%
c1ccc(N2CCN(Cc3cnc(N4CCOCC4)s3)CC2)cc1 | 0.6%
CCNc1nc(NCC)nc(N/N=C(\C)c2ccc(OC)cc2)n1 | -8.4%
O=C1C=CC(=O)C2=C1C1c3ccccc3C2c2ccccc21 | -12.9%
Cc1[nH][nH]c(=O)c1C(c1ccc(-c2ccc(C(=O)O)cc2)o1)c1c(C)[nH][nH]c1=O | 16.2%
COc1ccc(C(=O)N/C(=C\c2ccco2)C(=O)NCCCn2ccnc2)cc1 | -0.1%
CCS(=O)(=O)N1Cc2ccccc2CC1C(=O)Nc1nc2ccccc2s1 (stereo not drawn) | 1.5%
COc1cc(OC)cc(C(=O)NNC(=O)Cc2ccc(OC)c(S(=O)(=O)N3CCOCC3)c2)c1 | 6.3%
Cc1cc(NC(=O)CSc2ncnc3sccc23)no1 | 1.8%

Other results:
SMILES | ERK EGF block
COC(=O)c1ccc(C(NC(=O)OCc2ccccc2)/C(=C/[C@@H](C)C(=O)NCc2cc(C)n(C)n2)c2cccnc2)cc1 (stereo partly drawn) | 1.3%
Cc1ccc(CCN2C(=O)CCC2(C)C(=O)NC2CCCC2)cc1 (stereo not drawn) | 0.2%
Fc1ccc(Nc2nc3ccccc3s2)cc1 | 6.9%
CSCC[C@H](NC(=O)OC(C)(C)C)C(=O)N/N=C/c1cccc2cccnc12 | -11.0%[57.5 µM]
CNC(=S)N/N=C/c1c(C)cccc1Cl | -18.6%[57.5 µM]
CCn1c(CCNC(=O)c2ccc(OC)cc2)nnc1SCC(=O)Nc1ccccc1F | -10.5%
O=C(N/C(=C\c1cccnc1)c1nc2ccccc2[nH]1)c1cccc(Br)c1 | 8.8%
CCC(C)(C(=O)NC1CCCC1)N(C)C(=O)c1ccccn1 (stereo not drawn) | -7.0%
CCOC(=O)C1(C)Oc2ccc(S(=O)(=O)CC)cc2NC1=O (stereo not drawn) | -1.4%
CNC(=O)CSc1nnc(-c2ccccc2)n1C | -3.7%
O=C(O)c1ccc(N=Nc2c(O)[nH]c3cc(Cl)ccc23)cc1 | 1.6%[57.5 µM]
S=C(NC1CCCCC1)NN(c1ccccc1)c1ccccc1 | 0.2%
COc1cc(/C=N/Nc2ccccn2)cc(OC)c1O | -3.6%
Cc1ccc(NC(=O)/C(C#N)=C/c2cn(CC(=O)NCc3ccco3)c3ccccc23)cc1C | -1.9%
Nc1nc(SCC(=O)c2cc(F)ccc2F)n[nH]1 | -2.0%
O=C(CSc1ccccc1C(=O)NCc1ccccc1)NC12CC3CC(CC(C3)C1)C2 | -3.4%
CC(=O)C1=C(O)C(=O)N(Cc2cccnc2)C1c1ccc(C)cc1 (stereo not drawn) | 6.7%
CCCC(=O)OC(C(=O)Nc1cc(C(F)(F)F)ccc1Cl)c1ccccc1 (stereo not drawn) | 10.2%

From PubChem

These rows are one share of the data; rates above refer to the full screens.
